PNC inhibitor = inhibitors of perinucleolar compartment assembly; PC3M PTB-GFP, PNC prevalence imaging, 16 h; hits give low values; activity change (PNC), negative = inhibition, % at 10 µM; actives 3.1% (n = 140,000);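 active means readout at or below -70, meaning at least 70% loss of cells showing the perinucleolar compartment, a nuclear body marking cancer cells; inconclusive means readout between -30 and a set limit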;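 further: plate controls were DMSO wells for no effect and camptothecin positive control wells for full effect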
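Read-out is percentage of cells bearing a perinucleolar compartment, from automated 20x imaging of fixed, Hoechst-stained PC3M PTB-GFP cells. Cells were seeded 4 h, then exposed 16 h to compound (23 nl of library stock) in duplicate plates.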
IMPase cell inh = IMPase inhibition in cells | CHO-M1 cells, IP1 accumulation, HTRF TR-FRET ratio | inhibition (IP1 accumulation), % at 46.1 µM | 120,000 tested, under 10 active | AID 901; active means well fitted curve in the direction sought with a large enough effect in the signal ratio, not every such curve was filed as active; inconclusive means small, poorly fitted or top-dose-only effect, or a change in a side signal; inactive means no such curve, though single readings can be large or run the other way; the % refers to the signal ratio;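 further: cells stimulated with carbachol in lithium chloride buffer; plate controls were DMSO basal wells for no effect and reference inhibitor wells for full effect; higher means more IMPase inhibition seen as more IP1 and lower FRET ratio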
Target sequence (P97697 whole entry, looked up): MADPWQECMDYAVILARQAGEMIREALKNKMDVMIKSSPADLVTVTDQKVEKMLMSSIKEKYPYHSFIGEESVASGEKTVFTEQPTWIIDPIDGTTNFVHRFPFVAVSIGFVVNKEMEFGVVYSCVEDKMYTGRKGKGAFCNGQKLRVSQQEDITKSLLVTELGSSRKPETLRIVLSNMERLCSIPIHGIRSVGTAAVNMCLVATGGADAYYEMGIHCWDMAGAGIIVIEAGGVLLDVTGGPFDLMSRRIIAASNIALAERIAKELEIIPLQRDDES
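Cellular IMPase inhibition is scored as a rise in cytosolic IP1, detected by competitive TR-FRET between d2-labelled IP1 and a europium anti-IP1 antibody. M1-expressing CHO cells were stimulated with carbachol for 30 min at 37C, with lithium (50 mM LiCl) present in the buffer.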
12-hLO inh = inhibitors of human 12-lipoxygenase (ALOX12) | P18054 | purified 12-hLO, xylenol orange hydroperoxide absorbance | actives 0.12% (n = 150,000) | Potency, µM (titrated, usually from 57.1 µM), for the others: at the highest dose activity change, negative = inhibition, usual class: inhibitors; further: potency means the concentration at half of the fitted maximal effect; nearly all actives have a fitted effect of over 55% in size; many of its hits are not listed in these tables
Target sequence (P18054 whole entry, looked up): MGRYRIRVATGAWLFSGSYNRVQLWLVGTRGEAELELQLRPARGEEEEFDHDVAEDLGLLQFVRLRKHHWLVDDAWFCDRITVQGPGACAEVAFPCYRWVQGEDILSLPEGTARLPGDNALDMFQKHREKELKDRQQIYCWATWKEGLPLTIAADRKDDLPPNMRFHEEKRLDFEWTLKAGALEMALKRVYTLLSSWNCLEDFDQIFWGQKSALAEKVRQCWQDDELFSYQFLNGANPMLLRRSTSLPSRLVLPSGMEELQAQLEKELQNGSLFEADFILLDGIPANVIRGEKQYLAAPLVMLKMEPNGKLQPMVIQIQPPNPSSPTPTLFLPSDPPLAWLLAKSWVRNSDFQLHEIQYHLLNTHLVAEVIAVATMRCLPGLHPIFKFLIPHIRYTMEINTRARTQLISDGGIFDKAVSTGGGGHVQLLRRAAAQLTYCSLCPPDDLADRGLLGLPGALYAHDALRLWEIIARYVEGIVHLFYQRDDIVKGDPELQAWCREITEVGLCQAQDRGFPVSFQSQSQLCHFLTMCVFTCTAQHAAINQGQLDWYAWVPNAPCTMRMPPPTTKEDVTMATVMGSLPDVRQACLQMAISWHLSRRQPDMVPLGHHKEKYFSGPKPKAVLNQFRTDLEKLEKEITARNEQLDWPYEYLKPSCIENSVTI
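150 nM 12hLO, 25 mM Hepes pH 7.0 + 0.01% Triton X-100; cpd preinc 15 min RT; 40 uM arachidonic acid, 30 min RT; Fe-XO 30 min; A573/A405 ratio as read-out.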
15-hLO-2 inh = inhibitors of human 15-lipoxygenase 2 (ALOX15B) | AID 881 | Potency, µM (doses to about 57.1 µM), without a hit: at the top dose activity change, negative = inhibition, usual class: inhibitors | O15296 | actives 0.56% (n = 110,000) | purified 15hLO-2, xylenol orange hydroperoxide absorbance; further: potency means the concentration at half of the fitted maximal effect; nearly all actives have a fitted effect of over 60% in size; many of its hits are not listed in these tables
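Enzyme 50 nM, AA 45 uM, 25 mM Hepes pH 7.5 + 0.01% Triton X-100; cpd preinc 15 min RT, rxn 90 min RT; stop/detect with 200 uM XO + 300 uM Fe(II) in 50 mM H2SO4, 30 min; A573/A405.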
* = called active by the depositor; ? = inconclusive; . = no result given; & = joins results of further samples; [ ] = another dose, or the depositor's remark. Unless noted, the call rests on the fitted dose curve; in most records, active means well fitted curve in the direction sought with a large enough effect; inconclusive means small, poorly fitted or top-dose-only effect, or another doubt; inactive means no such curve, though single readings can be large; an effect the other way counts as inactive or inconclusive. Unless noted, on the % scale 0 is the no-effect control and ±100 the full control effect. Only part of the results is shown, so the mix of outcomes need not match the whole.

nr	molecule	PNC inhibitor	IMPase cell inh	12-hLO inh	15-hLO-2 inh
1	N#Cc1nc(-c2ccccc2F)oc1NCc1cccc2c1OCO2	3	-5[1.84 µM]	-3%	-13%[11.4 µM]
2	CC(C)N1CC2=C(OC(N)=C(C#N)C2c2cccnc2)/C(=C/c2cccnc2)C1 (stereo not given)	-7	-1	-16%	-6%
3	Cc1ccc(C(=O)Nc2nc3nc(-c4ccccc4)cc(=O)n3[nH]2)cc1	22	1	-2%	-5%
4	O=S(=O)(c1ccccc1)N1CCC(N2CCCCCC2)CC1	?	?	-6%	.
5	CN(C)C(=O)N1CCCC(C(=O)NCc2ccc(F)cc2Cl)C1 (stereo not given)	7	4	-7%	-5%
6	C[C@@H](C[N+](C)(C)C)OC(N)=O	.	-11[20.6 µM]	0%[25.6 µM]	6%[25.6 µM]
7	O=C(Cn1cnc2ccccc2c1=O)NC1CCCc2ccccc21 (stereo not given)	-15	1	0%	-4%
8	CC(C)CC(=O)Nc1ccc(Nc2ccccc2)cc1	-100*	-7	7%	.
9	CCNc1nc(NC(C)C)nc(Nn2cnnc2)n1	22	13	0%	10%
10	COc1cc2c(cc1OC)-c1c(OC)c(OC)cc3ccnc(c13)C2=O	-3	24	1%&-3%	0%
11	O=C(NC(=S)N1CCN(c2ccccn2)CC1)c1ccccc1	-92*	.	-3%	.
12	CCCc1cc(=O)[nH]c(SCC(=O)N2CCN(c3ccccc3)CC2)n1	11	3	0%	-4%
13	COc1c(OC)c2occc2c2oc(=O)ccc12	.	.	-12%	-5%
14	Cc1ccc(S(=O)(=O)NCCc2ccc(S(N)(=O)=O)cc2)cc1	?	3	1%	-28%
15	CCN1CCN(S(=O)(=O)Cc2ccccc2)CC1	12	2	1%	12%[2.29 µM]
16	Cn1ccnc1SCC(=O)Nc1ccccc1	-26	3	-4%	.
17	COCCN1Cc2cccc(C(=O)NC(C)c3cccs3)c2C1=O (stereo not given)	33	4	4%	4%
18	O=C(NCc1ccco1)c1ccc(COc2ccc(Cl)cc2)cc1	-17	.	3%	.
19	COCCn1c(-c2ccco2)csc1=Nc1cccnc1	-14	-4	1%	2%
20	Cc1ccc([N+](=O)[O-])cc1NC(=O)CCSc1ccc(Cl)cc1	?	6	1%	-2%

Along the list, from the results shown:
Entries 7–17 in 12-hLO inh: 0%, 7%, 0%, 1%&-3%, -3%, 0%, -12%, 1%, 1%, -4%, 4%
Entries 7–17 in 15-hLO-2 inh: -4%, ., 10%, 0%, ., -4%, -5%, -28%, 12%[2.29 µM], ., 4%
Entries 7–17 in PNC inhibitor: -15, -100*, 22, -3, -92*, 11, ., ?, 12, -26, 33

Continued:
nr	molecule	PNC inhibitor	IMPase cell inh	12-hLO inh	15-hLO-2 inh
21	O=C(NCCCc1ccccc1)C1CCN(c2nnc(-n3cccc3)s2)CC1	-17	3	0%	4%
22	Cc1cc(C)cc(NC(=O)c2ccc(CNc3c(N4CCOCC4)c(=O)c3=O)cc2)c1	-22	-3	0%	-4%
23	CCNC(=O)NC1(C(=O)Nc2ccc3c(c2)CCC3)CCCCC1	?	-9	1%	-8%
24	Cc1cc(C)c(C#N)c(SCc2cc3c(cc2Cl)OCO3)n1	30	?	-1%	-2%
25	Cc1noc(C)c1-c1nc(N2CCNCC2)c2ccccc2n1	.	.	6%	21%
26	CCN(CC)c1ccc(NC(=O)CSc2ccsc2[N+](=O)[O-])c(C)c1	2	.	-6%	.
27	O=c1c2c3c(sc2nc2n1N=C(c1cccs1)CS2)CCCC3	?	3	-2%	-15%
28	COc1ccc(N/N=C2/CCCCC2=O)cc1	15	-2	-24%	?
29	COc1ccc(OC)c(N=c2oc3cc(O)ccc3cc2C(N)=O)c1	5	8	-10%	-24%
30	CCOC(=O)c1c(C2CC2)csc1NC(=O)COC(=O)CCS(=O)(=O)c1ccc(C)cc1	?	12	0%	.
31	CC1(C)CC(=O)C(C=Nc2cccc(/N=C/C3=C(O)CC(C)(C)CC3=O)n2)=C(O)C1	24	1	-4%	-7%
32	CN(C1=C(N2CCCCC2)C(=O)c2ccccc2C1=O)c1ccccc1	?	28	-6%	-9%
33	O=C(CCN1C(=O)/C(=C/C=C/c2ccccc2)SC1=S)Nc1cccnc1	-108*	.	-1%	.
34	N/C(=N\OC(=O)C(c1ccccc1)c1ccccc1)c1cccnc1	8	0	7%	19%
35	O=C(O)c1cnc(-c2ccccc2)nc1Sc1ccc(Cl)cc1Cl	14	-7	1%	-12%
36	Cc1ccc(N(C(C)C(=O)O)S(=O)(=O)c2cccnc2)cc1 (stereo not given)	27	2	3%	1%
37	COc1cccc(C(C(=O)NC2CCCCC2)N(C(=O)c2cccs2)c2ccc3c(c2)OCO3)c1 (stereo not given)	24	.	0%	.
38	COC(=O)Nc1ccc(S(=O)(=O)Nc2cccc3ccccc23)cc1	-25	3	-4%	.
39	CC(C)(C)OC(=O)C1C(=O)CC(C)(O)C(C(=O)OC(C)(C)C)C1c1cccnc1 (stereo not given)	2	-4	1%	-1%
40	CC1(C)CC(=O)C(C=NCCCO)=C(O)C1	-87*	-1	-1%	1%

Other structures
nr	molecule	PNC inhibitor	IMPase cell inh	12-hLO inh	15-hLO-2 inh
41	CC(CCc1ccccc1)C(=O)NO (stereo not given)	?	-1	-14%	-25%
42	O=C(NCc1ccc2c(c1)OCO2)C1CCN(S(=O)(=O)c2ccc(Br)s2)CC1	-5	-3	-17%	0%
43	CCCCNC(=S)Nc1ccc2cn[nH]c2c1	-84*	.	-6%	.
44	Cc1cccc(-c2nsc(SCC(=O)Nc3nccs3)n2)c1	43	-9	2%	-16%
45	O=C(NC1CCCC1)C(c1cccs1)N(C(=O)c1ccno1)c1ccccc1 (stereo not given)	-7	-3	-1%	0%
46	CCCNC(=S)Nc1ccc2nc(-c3ccccn3)c(-c3ccccn3)nc2c1	11	-13	-8%	-10%
47	O=C(c1ccc([N+](=O)[O-])cc1)n1nc(-c2ccccc2)nc1NCc1ccc(F)cc1	?	-10	-4%	.
48	O=C(CSCc1ccc([N+](=O)[O-])cc1)NCCSCc1ccccc1	18	9	-1%	-11%
49	CC(=O)c1cccc(N(CC(=O)O)S(C)(=O)=O)c1	?	-6	1%	4%
50	Cc1ccc(CNc2nc(-c3cccs3)nc3ccccc23)cc1	9	.	-1%	.
51	O=C1CSC(=NC(=O)c2ccccc2)N1	?	2	-4%	-4%
52	CC(=O)O[C@@]1(C(C)=O)CCC2C3C=C(Cl)C4=CC(=O)CC[C@]4(C)C3CC[C@]21C (stereo not given in full)	.	.	-5%	-12%
53	CCc1nnc(NS(=O)(=O)c2ccc(NC(=S)NC(=O)c3ccc(OC)cc3)cc2)s1	-24	9	?	.
54	Cn1c(N2CCOCC2)nc2c1c(=O)n(Cc1ccc(Cl)c(Cl)c1)c(=O)n2C	?	-5	-5%	4%
55	COCCNc1oc(-c2ccc(C)cc2)nc1C#N	?	-1	-5%	-11%
56	CC(=O)c1ccc(NC(=S)N2CC(C)CC(C)C2)cc1 (stereo not given)	41	-4	-3%	.
57	O=C1CCC(=O)N1c1nc2nc(-c3ccccc3)cc(-c3ccccc3)n2n1	34	10	-3%	-1%
58	c1ccc(OCCSc2nnc3sc4ccccc4n23)cc1	-9	3	-9%	1%
59	O=C(CCOc1ccccc1)Nc1cccc(S(=O)(=O)Nc2ccccc2Cl)c1	?	.	-3%	.
60	O=C(CN(C(=O)Cn1nnc(-c2cccs2)n1)c1cnc2ccccc2c1)NCC1CCCO1 (stereo not given)	-13	-5	-2%	14%

61	CCC(=O)NC(Nc1sc2c(c1C(=O)OC)CCN(C)C2)(C(F)(F)F)C(F)(F)F
62	O=C(CSc1nc2ccccc2c(=O)n1-c1cccc(C(F)(F)F)c1)NC1CC1
63	Cc1ccccc1N=C/C=C1/C=C(c2ccccc2)OC(C)(C)O1
64	CCCCCCn1cnc2c(c1=O)c1nc3ccccc3nc1n2/N=C/c1ccco1
65	COc1cc(C=O)ccc1OCc1ccccc1Br
66	Cc1cc(Nc2cc(C)on2)n2ncnc2n1
67	CCNC(=O)C(=O)NCC1OCCCN1S(=O)(=O)c1cccs1 (stereo not given)
68	CCOC(=O)/C=c1\s/c(=C\c2ccc3c(c2)OCCO3)c(=O)n1CC(=O)NCC1CCCO1 (stereo not given)
entry no.	61	62	63	64	65	66	67	68
PNC inhibitor	?	?	-10	?	62	?	-4	-13
IMPase cell inh	?	0	.	-2	.	2	.	-3
12-hLO inh	-4%	0%	-9%	-9%	-4%	2%	-1%	-2%
15-hLO-2 inh	.	0%	.	-29%	.	-3%	.	?

In the list so far, these contain a CF3 group:
61	CCC(=O)NC(Nc1sc2c(c1C(=O)OC)CCN(C)C2)(C(F)(F)F)C(F)(F)F
62	O=C(CSc1nc2ccccc2c(=O)n1-c1cccc(C(F)(F)F)c1)NC1CC1
entry no.	61	62
PNC inhibitor	?	?
IMPase cell inh	?	0
12-hLO inh	-4%	0%
15-hLO-2 inh	.	0%

Next section:
69	CCOC(=O)N1CCN(Cc2nc3c(c(=O)n(C)c(=O)n3C)n2Cc2ccc(F)cc2)CC1
70	O=C(C1CCCCC1)N(CCN1CCCC1)c1nc2ccccc2s1
71	Cc1cccc(OCc2nnc(SCC(=O)c3cccs3)n2C)c1C
72	O=C(c1cnn2c(C(F)(F)F)cc(-c3ccco3)nc12)N1CCCCCC1
73	CSc1ccccc1C(=O)NC1CCCC1
74	Cc1nc2ccc(C(C(F)(F)F)(C(F)(F)F)C(F)(F)F)cc2[nH]1
75	O=C(NC12CC3CC(CC(C3)C1)C2)C12CC3CC(C1)CC(n1cnc(Cl)n1)(C3)C2
76	CC(C)C(=O)Nc1ccccc1C(=O)OCC(=O)c1ccc2c(c1)OCCO2
entry no.	69	70	71	72	73	74	75	76
PNC inhibitor	?	28	33	?	-9	33	10	?
IMPase cell inh	8	8	?	-7	6	-1	3	22
12-hLO inh	-4%	-2%	-8%	-24%	5%	3%	2%	-3%
15-hLO-2 inh	.	5%	4%	?	0%	6%	-5%	.

77	O=C(CN1CCCc2ccccc21)N/N=C/c1ccccc1O
78	Cc1cccc(NC2=NC3(CCCCC3)N=C(N)N2)c1C
79	CC[n+]1c(/C=C/Nc2ccccc2)oc2ccccc21
80	CCN(CC)CC(=O)NCC1(c2ccccc2)CCOCC1
81	CC(=O)c1c(C)[nH]c(C(=O)CSc2nnc(-c3ccccc3)n2Cc2ccc3c(c2)OCO3)c1C
82	COc1cc(/C=N/O)cc(Br)c1OCc1ccc(Cl)cc1
83	CC(C)(C)NC(=O)CCC1COc2ccccc2O1 (stereo not given)
84	CN(C)S(=O)(=O)c1ccc(NC(=O)C2CCCN(C(=O)c3ccc(Cl)cc3)C2)cc1 (stereo not given)
entry no.	77	78	79	80	81	82	83	84
PNC inhibitor	8	7	6	21	32	?	16	6
IMPase cell inh	-3	11	12	-5	3	4	2	.
12-hLO inh	-7%	-4%	-9%	10%	2%	-2%	0%	6%
15-hLO-2 inh	.	20%	-11%	5%	-4%	22%	-1%	.

85	Cc1ccccc1C(=O)Nc1ccc2c(c1)OCO2
86	COc1ccc(-c2cc(C3CCN(c4ncccc4[N+](=O)[O-])CC3)[nH]n2)cc1
87	Cc1ccc2ncccc2c1NS(=O)(=O)c1ccccc1
88	Cc1n[nH]c(C)c1S(=O)(=O)N1CCCC(C(=O)Nc2ccc3c(c2)OCCO3)C1 (stereo not given)
entry no.	85	86	87	88
PNC inhibitor	?	-1	-16	44
IMPase cell inh	12	-2	7	8
12-hLO inh	-10%	-8%	-15%	4%
15-hLO-2 inh	-9%	18%	?	-1%

Filtered by structure: the entries above containing a tert-butyl group.
39	CC(C)(C)OC(=O)C1C(=O)CC(C)(O)C(C(=O)OC(C)(C)C)C1c1cccnc1 (stereo not given)
83	CC(C)(C)NC(=O)CCC1COc2ccccc2O1 (stereo not given)
entry no.	39	83
PNC inhibitor	2	16
IMPase cell inh	-4	2
12-hLO inh	1%	0%
15-hLO-2 inh	-1%	-1%

Screens (PubChem BioAssay)
